Screens deposited in PubChem BioAssay by National Center for Advancing Translational Sciences (NCATS).
Epigenetic derep: epigenetic control regulation, reporter derepression; AID 1865; 280,000 compounds, 0.2% hits; Potency, µM (titrated, usually from 53.9 µM), without a hit: at the top dose GFP activation, hits mostly activators; murine LDR cells, GFP reporter derepression, 30 h; also: % of control where 0% means no effect; nearly all actives have a fitted effect of over 60% in size
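Readout is the number of GFP-expressing murine LDR cells, counted by cytometry following washing. Cells were treated with compound for 30 h at 37 C; the stably integrated CMV-GFP locus is normally silent.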
RGS12 GoLoco inh: inhibitors of human Gai1-RGS12 GoLoco interaction (red fluorophore); 230,000 compounds, 0.44% hits; Potency, µM (highest dose often 61.6 µM), without a hit: at the top dose activity, negative = inhibition, hits mostly inhibitors; P63096; Gai1:RGS12 GoLoco peptide FP, rhodamine, 10 min; active = well fitted inhibition curve with a large enough effect, not every such curve was filed as active; inactive = no such curve, though single readings can be large or run the other way; also: % is scaled to controls: 0 for no effect and ±100 for the full control effect; nearly all actives have a fitted effect of over 30% in size; many of its hits are not listed in these tables
RECQ1 helicase: RECQ1 (human) helicase inhibition. 240,000 compounds, 0.54% hits. RECQ1 DNA unwinding, red fluorescence kinetic read. Potency, µM (highest dose often 57.3 µM), for inactives: at the highest dose activity, negative = inhibition, actives largely listed as inhibitors;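 also: plate controls were vehicle for no effect and no enzyme for full effect; nearly all actives have a fitted effect of over 30% in size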
Target sequence (P46063 whole entry, looked up): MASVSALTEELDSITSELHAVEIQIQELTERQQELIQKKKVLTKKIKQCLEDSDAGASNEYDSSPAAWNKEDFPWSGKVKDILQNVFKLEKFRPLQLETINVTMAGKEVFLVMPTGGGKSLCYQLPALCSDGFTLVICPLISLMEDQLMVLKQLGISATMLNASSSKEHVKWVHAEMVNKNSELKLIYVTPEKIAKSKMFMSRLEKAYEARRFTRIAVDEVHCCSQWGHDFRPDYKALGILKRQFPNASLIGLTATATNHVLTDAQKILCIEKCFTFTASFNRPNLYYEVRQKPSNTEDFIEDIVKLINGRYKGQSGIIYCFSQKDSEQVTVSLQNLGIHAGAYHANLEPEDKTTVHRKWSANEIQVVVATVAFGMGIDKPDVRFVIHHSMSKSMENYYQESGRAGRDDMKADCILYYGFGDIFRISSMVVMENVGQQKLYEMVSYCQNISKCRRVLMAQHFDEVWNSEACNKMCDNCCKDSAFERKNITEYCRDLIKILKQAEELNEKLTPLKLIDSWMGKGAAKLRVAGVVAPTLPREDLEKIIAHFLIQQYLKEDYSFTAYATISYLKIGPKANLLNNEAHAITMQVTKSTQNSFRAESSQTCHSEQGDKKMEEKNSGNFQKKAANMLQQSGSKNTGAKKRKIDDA
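50 nM RECQ1T1 preincubated 15 min with compound in Tris pH 8.0 buffer with MgCl2, DTT, Tween-20 and 2.5 ug/ml poly(dI-dC); started with 200 nM TAMRA/BHQ-2 forked duplex and 2 mM ATP. Unwinding read as fluorescence (525/598 nm), two reads 2 h apart.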
KDM4E inh: JMJD2E (human) inhibition | B2RXH2 | JMJD2E catalytic domain, FDH-coupled NADH fluorescence (FDH is formaldehyde dehydrogenase) | Potency, µM (highest dose often 57.1 µM), for the others: at the top dose activity change, negative = inhibition, hits mostly inhibitors | 230,000 compounds, 1.6% hits | AID 2147; active = well fitted inhibition curve with a large enough effect, not every such curve was filed as active; inconclusive = small, poorly fitted or top-dose-only effect, or another doubt; inactive = no such curve, though single readings can be large or run the other way;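 also: 0% = wells with enzyme and -100% = buffer wells without enzyme; nearly all actives have a fitted effect of over 50% in size; many of its hits are not listed in these tables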
SMN2 splice up: increases expression of the SMN2 splice variant | Potency, µM (highest dose often 46.1 µM), without a hit: top-dose activity change, positive = activation, usual class: activators | 210,000 compounds, 2.8% hits | HEK293 SMN2-luciferase splicing reporter, luminescence, 30-36 h; also: % of control where 0% means no effect; nearly all actives have a fitted effect of over 55% in size
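HEK293 cells carry an SMN2 […]–luciferase reporter in which exon 7 inclusion puts luciferase in frame. Cells were plated 10-12 h before compound addition, then incubated 30-36 h at 37C. ONE-Glo luminescence was read; sodium butyrate at 4.5 mM final served as control.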
Luc counter: blocks Kinase-Glo luciferase, a counter-screen artifact; Kinase-Glo luciferase, ATP luminescence, 8 min; Q27757; Potency, µM (series often up to 38.3 µM), inactives show top-dose activity change, negative = inhibition, actives largely listed as inhibitors; 200,000 compounds, 0.28% hits; also: % is scaled to controls: 0 for no effect and ±100 for the full control effect; nearly all actives have a fitted effect of over 60% in size
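Light output from Kinase-Glo luciferase with luciferin and 10 uM ATP in 50 mM imidazole pH 7.2, KCl, MgCl2, Tween 20, BSA; compound pin-delivered, 8-min ambient incubation, then luminescence read.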
NPSR antagonist: antagonists of human neuropeptide S receptor cAMP signaling | AID 1461 | Potency, µM (doses to about 38.3 µM), without a hit: at the top dose activity change, negative = inhibition, hits mostly inhibitors | CHO-NPSR cells, cAMP TR-FRET, antagonist mode | 220,000 compounds, 1% hits; also: % is scaled to controls: 0 for no effect and ±100 for the full control effect; nearly all actives have a fitted effect of over 50% in size; many of its hits are not listed in these tables
Target sequence (Q6W5P4 whole entry, looked up): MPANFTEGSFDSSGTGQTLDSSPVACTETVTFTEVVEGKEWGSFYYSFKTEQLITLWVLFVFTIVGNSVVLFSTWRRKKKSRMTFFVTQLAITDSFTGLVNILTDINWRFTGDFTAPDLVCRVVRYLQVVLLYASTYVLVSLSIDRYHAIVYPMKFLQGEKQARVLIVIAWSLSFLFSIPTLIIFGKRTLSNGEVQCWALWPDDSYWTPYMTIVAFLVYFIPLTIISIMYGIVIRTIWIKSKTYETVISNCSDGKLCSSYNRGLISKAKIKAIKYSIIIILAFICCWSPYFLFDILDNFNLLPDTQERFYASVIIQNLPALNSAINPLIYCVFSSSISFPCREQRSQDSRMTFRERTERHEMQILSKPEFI
IMPase Li cell: IMPase inhibition in cells with lithium potentiation; CHO-M1 cells, IP1 TR-FRET (IP-One), carbachol + lithium; Potency, µM (top dose mostly 59.4 µM), inactives show at the top dose activity, negative = IMPase inhibition, most hits filed as inhibitors; 210,000 compounds, 0.35% hits; AID 1457;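 also: IP1 builds up when IMPase is blocked and the TR-FRET signal falls; plate controls were basal vehicle for no effect and high inhibitor control for full effect; nearly all actives have a fitted effect of over 50% in size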
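CHO cells stably expressing M1 receptor (2000/well, cultured 16–30 h) treated 30 min at 37C with compound plus low lithium. Cytosolic IP1 by TR-FRET (665/620 ratio and 620 channel) after 10 min lysis; AC50 by Hill fit.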
An asterisk follows results filed as active; i = inactive; u = inconclusive; x = no result given; & = joins results of further samples; [ ] = remark or other dose. Unless noted, calls follow the shape of the dose curve; as a rule, active = well fitted curve in the direction sought with a large enough effect; inconclusive = small, poorly fitted or top-dose-only effect, or another doubt; inactive = no such curve, though single readings can be large; an effect the other way counts as inactive or inconclusive. Potency is read from the fitted curve at half-maximal effect.

SMILES	Epigenetic derep	RGS12 GoLoco inh	RECQ1 helicase	KDM4E inh	SMN2 splice up	Luc counter	NPSR antagonist	IMPase Li cell
O=C(Nc1ccccn1)C1CCN(S(=O)(=O)c2cccc3nonc23)CC1	1.3%	2%	i	-1%	-20%	-4%	21%[46.1 µM]	10%[38.3 µM]
Cc1cc(C)nc(NC2=NC3CCCCC3N2)n1 (stereo unspecified)	1.4%	-12%	2%	2%	-14%	-2%	-19%[46.1 µM]	54%[activator][38.3 µM]
Cc1cc(-c2ccc(NC(=O)[C@@H]3CCCC[C@@H]3C(=O)O)c(C)c2)ccc1NC(=O)[C@@H]1CCCC[C@@H]1C(=O)O	-2.8%	-30%	i	-1%	-22%	9%	10%	-13%
CS(=O)(=O)c1ccc(C(=O)Nc2ccc(N3CCCCC3)cc2)c(Cl)c1	-0.3%	3%	-15%	-7%	4%	-2%	6%	0%
CCN(C1CCCCC1)S(=O)(=O)c1ccc(OC)c(C)c1	-0.2%	2%	-17%	4%	-31%[inhibitor]	2%	2%[46.1 µM]	36%[activator][38.3 µM]
CC(OC(=O)c1ccccc1NCc1ccco1)C(=O)Nc1ncc(Cl)cc1Cl (stereo unspecified)	-0.9%	1%	-1%	u	2%	-4%	-28%[46.1 µM]	5%[38.3 µM]
Nc1nc(NCC2CCCO2)nc(Nc2ccc(F)cc2)c1[N+](=O)[O-] (stereo unspecified)	-1.9%	2%	1%	7%	-3%	0%	-4%	17%
CCOc1ccc(-c2cc(CCCC(=O)Nc3cccc(OC)c3)no2)cc1	1.0%	9%	1%	1%	12%	2%	-14%	7%
CC1OC(OCC2OC(Oc3c(-c4ccc(OCCO)c(OCCO)c4)oc4cc(OCCO)cc(O)c4c3=O)C(O)C(O)C2O)[C@@H](O)C(O)C1O (stereo partly specified)	-1.3%	2%	i	-12%	2%	-6%	x	5%
Cc1ccc(-n2nnnc2-c2cccc(C)c2)cc1	-5.6%	6%	-4%	4%	-5%	1%	-20%	17%
CC(Sc1nc(-c2ccccc2)cc(C(F)(F)F)n1)C(=O)NCCN1CCOCC1 (stereo unspecified)	0.2%	1%	u	-4%	-6%	3%	-8%[46.1 µM]	4%[38.3 µM]
CC(=O)NC(=O)c1ccc(-c2ccc(Cl)cc2)o1	-3.2%	10%	5%	-8%	x	-4%	-38%	-2%
O=C(Nc1cccc2ncccc12)c1ccc(-c2ccc(Br)cc2)o1	-1.1%	4%	-5%	3%	-21%	-3%	-2%[46.1 µM]	-12%[38.3 µM]
COc1cc(C2=NOC(C(=O)N3CCOCC3)C2)cc(OC)c1OC (stereo unspecified)	-1.1%	5%	-1%	-1%	-3%	-3%	-6%[46.1 µM]	0%[38.3 µM]
NC(=O)c1ccc2nc(NC(=O)c3ccc(N)cc3)sc2c1	-3.8%	3%	-22%	u	u	-4%	-19%	-15%

Sorted by the number under SMN2 splice up (largest number first): 4 from the list above.
compound,RGS12 GoLoco inh,RECQ1 helicase,KDM4E inh,SMN2 splice up,NPSR antagonist,IMPase Li cell
COc1cc(C2=NOC(C(=O)N3CCOCC3)C2)cc(OC)c1OC (stereo unspecified),5%,-1%,-1%,-3%,-6%[46.1 µM],0%[38.3 µM]
O=C(Nc1ccccn1)C1CCN(S(=O)(=O)c2cccc3nonc23)CC1,2%,i,-1%,-20%,21%[46.1 µM],10%[38.3 µM]
O=C(Nc1cccc2ncccc12)c1ccc(-c2ccc(Br)cc2)o1,4%,-5%,3%,-21%,-2%[46.1 µM],-12%[38.3 µM]
Cc1cc(-c2ccc(NC(=O)[C@@H]3CCCC[C@@H]3C(=O)O)c(C)c2)ccc1NC(=O)[C@@H]1CCCC[C@@H]1C(=O)O,-30%,i,-1%,-22%,10%,-13%

The list continues.
SMILES	Epigenetic derep	RGS12 GoLoco inh	RECQ1 helicase	KDM4E inh	SMN2 splice up	Luc counter	NPSR antagonist	IMPase Li cell
COCCOC(=O)c1c(NC(=O)CNC2CCCc3ccccc32)sc(C(N)=O)c1C (stereo unspecified)	7.2%	12%	-4%	0%	x	x	u	x
CCCCC1OC2(C)OC(=N)C1(C#N)C(C#N)(C#N)C2c1ccccc1 (stereo unspecified)	1.0%	-17%	-20%	u	6%	1%	6%	-9%
Cn1c2ccccc2c2c(C(=O)N3CCN(C(=O)c4ccco4)CC3)cn(C3CCCCC3)c(=O)c21	-0.2%	1%	-1%	u	-11%	2%	u	20%[38.3 µM]
COc1ccc(CCNC(=O)Cn2c(-c3nonc3N)nc3ccccc32)cc1OC	-0.9%	7%	i	3%	-3%	12%	u	-6%[38.3 µM]
CC(C(=O)O)N(C(=O)c1ccccc1)c1ccc(F)cc1 (stereo unspecified)	0.9%	10%	18%	9%	16%	3%	14%	9%
Cc1cccc(N2CCN(C(=O)c3cc4ccccc4oc3=O)CC2)c1C	0.0%	7%	i	-4%	-6%	0%	-12%[46.1 µM]	30%[38.3 µM]
COc1ccc2nc(C(F)(F)Cl)c(C#N)c(N)c2c1	2.1%	11%	7%	0%	x	x	u	x
C#CCOC(=O)c1ccccc1C(=O)n1nnc2ccccc21	2.9%	-5%	-11%	1%	6%	-3%	u	16%[38.3 µM]
CC(C)OC(=O)CN1C(=O)C(C)(C)Oc2ccc(C(=O)NC(C)(C)C)cc21	-1.0%	-5%	10%	-3%	x	0%	0%[46.1 µM]	26%[38.3 µM]
O=C(Nc1ccccc1)OCc1ccccn1	0.0%	-4%	-2%	8%	u	-5%	-19%[46.1 µM]	3%[38.3 µM]
CC1Cc2cc(C(=O)O)ccc2O1 (stereo unspecified)	-2.9%	5%	10%	2%	-7%	1%	0%[46.1 µM]	-7%[38.3 µM]
CC1CCCCN1CCNC(=O)c1cc2c(=O)n(C)c3ccccc3c2n1C (stereo unspecified)	0.8%	2%	-16%	u	18%	14%	-7%[46.1 µM]	14%[38.3 µM]
C/C=C(\C)C(=O)OC1[C@@H]2C=C3C4CC(=O)OC(c5ccoc5)[C@]4(C)CCC3[C@@](C)(C2=O)C(C(O)C(=O)OC)C1(C)C (stereo partly specified)	-1.3%	3%	-5%	2%	-13%	2%	x	3%
COC(=O)CC/C(O)=C1\C(=O)CC(C)(C)CC1=NCCc1nc2ccccc2[nH]1	1.4%	2%	-19%	1%	-8%	6%	4%	-3%
CCCCC(CC)CN (stereo unspecified)	x	-10%&4%	-2%&-11%	x	0%&9%	x	x	-2%&14%

3 of the compounds above, with bars between the fields.
SMILES | Epigenetic derep | RGS12 GoLoco inh | RECQ1 helicase | KDM4E inh | SMN2 splice up | Luc counter | NPSR antagonist | IMPase Li cell
CC(C)OC(=O)CN1C(=O)C(C)(C)Oc2ccc(C(=O)NC(C)(C)C)cc21 | -1.0% | -5% | 10% | -3% | x | 0% | 0%[46.1 µM] | 26%[38.3 µM]
O=C(Nc1ccccc1)OCc1ccccn1 | 0.0% | -4% | -2% | 8% | u | -5% | -19%[46.1 µM] | 3%[38.3 µM]
CC1Cc2cc(C(=O)O)ccc2O1 (stereo unspecified) | -2.9% | 5% | 10% | 2% | -7% | 1% | 0%[46.1 µM] | -7%[38.3 µM]

New compounds follow
SMILES	Epigenetic derep	RGS12 GoLoco inh	RECQ1 helicase	KDM4E inh	SMN2 splice up	Luc counter	NPSR antagonist	IMPase Li cell
O=c1c2ccccc2nc2c3ccccc3c3nncn3n12	-4.2%	4%	-10%	8%	-10%	2%	0%[46.1 µM]	11%[38.3 µM]
O=C(C1CC1)N1CCc2cc(S(=O)(=O)NCCC3=CCCCC3)ccc21	0.0%	-7%	-14%	-5%	-26%	-1%	-12%[46.1 µM]	3%[38.3 µM]
Cc1c(C(=O)O)sc(S(=O)(=O)N2CCNCC2)c1C(=O)O	1.1%	-5%	i	4%	x	x	2%	x
CCOC(=O)c1cc(-c2ccc3c(c2)OCCO3)nc2c1c(C)nn2CCC#N	-0.8%	-7%	-5%	u	-51%[inhibitor]	-5%	u	36%[38.3 µM]
O=C(NC1CCCCC1)c1cc([N+](=O)[O-])ccc1N1CCCCC1	-1.8%	5%	-2%	0%	14%	6%	-11%[46.1 µM]	7%
Cc1ccc2c(c1)NC(=O)C(CC(=O)NCCCN1CCN(C3CCCCC3)CC1)O2 (stereo unspecified)	0.0%	7%	-3%	9%	8%	-1%	10%[46.1 µM]	32%[activator][38.3 µM]
O=C(c1cc(-c2cccs2)nc2ccccc12)N1CCN(S(=O)(=O)c2ccccc2)CC1	-0.7%	1%	-9%	u	-9%	-3%	-29%[46.1 µM]	13%[38.3 µM]
O=C(Oc1ccc(=O)n(-c2ccccc2)n1)c1ccc(F)cc1	-1.0%	6%	i	0%	6%	5%	20%	-6%
Cc1cccc(/C=N/NC(=O)c2ccc(Br)cc2)c1	-1.2%	13%	i	-8%	u	-1%	-2%	-1%
COc1ccc(-n2[nH]c(C)cc2=O)cc1	-1.7%	6%	u	6%	-14%	-3%	-7%[46.1 µM]	-5%[38.3 µM]

Some of the entries so far, bar-delimited:
SMILES | Epigenetic derep | RGS12 GoLoco inh | RECQ1 helicase | KDM4E inh | SMN2 splice up | Luc counter | NPSR antagonist | IMPase Li cell
O=C(NC1CCCCC1)c1cc([N+](=O)[O-])ccc1N1CCCCC1 | -1.8% | 5% | -2% | 0% | 14% | 6% | -11%[46.1 µM] | 7%
CCOC(=O)c1cc(-c2ccc3c(c2)OCCO3)nc2c1c(C)nn2CCC#N | -0.8% | -7% | -5% | u | -51%[inhibitor] | -5% | u | 36%[38.3 µM]
Cc1c(C(=O)O)sc(S(=O)(=O)N2CCNCC2)c1C(=O)O | 1.1% | -5% | i | 4% | x | x | 2% | x
COc1ccc(-n2[nH]c(C)cc2=O)cc1 | -1.7% | 6% | u | 6% | -14% | -3% | -7%[46.1 µM] | -5%[38.3 µM]

Only part of the results is shown; rates above refer to the full screens.
